FLuc counter – inhibits or activates purified firefly luciferase, miR-21 counter-screen. Potency, µM (titrated, usually from 57.5 µM), without a hit: at the highest dose activity change, negative = inhibition, actives largely listed as inhibitors. P08659. AID 588342. 360,000 compounds, 6.9% hits. purified FLuc, Km substrates, luminescence inhibition; active = well fitted inhibition curve with a large enough effect; inconclusive = small, poorly fitted or top-dose-only effect;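 also: plate controls were vehicle for no effect and reference inhibitor for full effect; nearly all actives have a fitted effect of over 55% in size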
Target sequence (P08659 whole entry, looked up): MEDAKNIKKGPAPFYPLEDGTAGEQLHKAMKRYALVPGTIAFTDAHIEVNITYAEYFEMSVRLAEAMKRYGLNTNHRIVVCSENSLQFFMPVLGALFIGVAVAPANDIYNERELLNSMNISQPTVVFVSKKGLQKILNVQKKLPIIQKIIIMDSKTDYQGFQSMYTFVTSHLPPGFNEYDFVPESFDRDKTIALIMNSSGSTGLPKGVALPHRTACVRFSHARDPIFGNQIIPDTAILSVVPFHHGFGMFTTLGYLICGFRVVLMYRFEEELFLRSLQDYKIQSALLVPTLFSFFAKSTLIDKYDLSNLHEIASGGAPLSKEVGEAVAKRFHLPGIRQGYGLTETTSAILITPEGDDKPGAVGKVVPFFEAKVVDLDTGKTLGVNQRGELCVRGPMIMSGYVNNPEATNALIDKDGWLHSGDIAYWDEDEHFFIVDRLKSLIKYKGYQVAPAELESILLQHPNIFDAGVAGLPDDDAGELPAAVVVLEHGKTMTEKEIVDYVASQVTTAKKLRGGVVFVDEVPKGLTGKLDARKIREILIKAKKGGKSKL
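Purified P. pyralis luciferase, 10 nM final, with Km-level 10 uM D-luciferin and 10 uM ATP in 50 mM Tris acetate pH 7.5, 10 mM Mg acetate, 0.01% Tween-20, 0.05% BSA; 6-point qHTS titration about 60 µM downward; luminescence read.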
* = called active by the depositor; u = inconclusive. Potency is read from the fitted curve at half-maximal effect. Only part of the results is shown; the hit share may differ from the screen's.

Start of the data: the first 4 entries as a preview:
SMILES	FLuc counter
CC(C)(C)NC(=O)c1oc2ccccc2c1NC(=O)c1ccc(F)cc1	1%
Cc1ccc(CNC(=O)Cn2cc(S(=O)(=O)Cc3cccc(Cl)c3)c3ccccc32)cc1	-2%
Cc1ccc(-c2nc(CNC(=O)NC3CCCCC3)c(C)o2)cc1	0%
COc1ccc(-c2nc(CSCC(=O)NCCC(C)C)c(C)o2)cc1OC	-6%

Main list, from the start:
SMILES	FLuc counter
CC(C)(C)NC(=O)c1oc2ccccc2c1NC(=O)c1ccc(F)cc1	1%
Cc1ccc(CNC(=O)Cn2cc(S(=O)(=O)Cc3cccc(Cl)c3)c3ccccc32)cc1	-2%
Cc1ccc(-c2nc(CNC(=O)NC3CCCCC3)c(C)o2)cc1	0%
COc1ccc(-c2nc(CSCC(=O)NCCC(C)C)c(C)o2)cc1OC	-6%
Cc1cccc(CN2C(=O)c3ccccc3Sc3ccc(C(=O)N4CCCC4)cc32)c1	-10%
CC(C)CC(C(=O)NCC1CCN(Cc2ccc(F)cc2)CC1)N1Cc2ccccc2C1=O (stereo not drawn)	-1%
CCOC(=O)c1ccc2[nH]c(CSc3nnc(-c4cccc(F)c4)n3C)cc(=O)c2c1	-9%
CC(=O)c1cccc(NC(=O)c2cccn2-c2nnc(N3CCCCC3)s2)c1	u
CCOc1ccc(/C=C(\C#N)c2nc3ccccc3c(=O)[nH]2)cc1OC	-5%
CCCN(CCC)CCCNC(=O)Cn1ncn2c(cc3sc(CC)cc32)c1=O	4%
Cc1ccc2c(=O)cc(C(=O)N(Cc3ccc(C(C)(C)C)cc3)C3CCS(=O)(=O)C3)oc2c1 (stereo not drawn)	-3%
COc1cc(CN2CCc3nc(N4CCN(c5ncccn5)CC4)ncc3C2)cc(OC)c1OC	-7%
COc1ccc(-c2onc(C)c2C)cc1S(=O)(=O)N(C)Cc1ccccc1	-17%
CNC(=O)c1c(NC(=O)c2cc(=O)c3cc(C)c(C)cc3o2)sc2c1CCCC2	0%
CC(=O)c1ccc(NC(=O)C2CCC(CNS(=O)(=O)c3ccc(Br)s3)CC2)cc1 (stereo not drawn)	-2%
CCc1ccc(-n2c(=O)c3c(C)c(C(=O)N(C)C)sc3n(Cc3cccc(C)c3)c2=O)cc1	-2%
CCOC(=O)c1cc(-c2ccccc2)n(CCCC(=O)Nc2cccc(C)c2C)c1C	-2%
COc1ccc(C(=O)CCC(=O)Nc2cc(C)ccc2C)cc1	-4%
CCCCC12CN3CC(C)(CN(C1)C3c1cc(Br)ccc1O)C2=O (stereo not drawn)	-10%
Cc1ccccc1Nc1c(-c2ccco2)nc2c(C)cccn12	13µM*
Cc1cccc(NC(=O)N2CCC(CN3CCOCC3)CC2)c1C	2%
COc1ccc(/C=C/c2nc(C#N)c(N3CCC(C(N)=O)CC3)o2)cc1OC	-1%
O=C(c1cccs1)N1CCCc2cc(NS(=O)(=O)c3ccc(Br)cc3)ccc21	u
Cc1ccccc1C(=O)Nc1nc2nc(-c3ccccc3)cc(=O)n2[nH]1	u
CCCCOc1cccc(C(=O)N(Cc2ccc(Br)o2)C2CCS(=O)(=O)C2)c1 (stereo not drawn)	-4%
COc1ccc(CNCCC(c2ccc3c(c2)OCO3)c2ccccc2OC)cc1 (stereo not drawn)	-2%
COc1ccc(C2c3c(n(C)c4ccccc34)C(=O)N2CC(=O)Nc2ccc(C)cc2Cl)cc1 (stereo not drawn)	-9%
Cc1cccc(C)c1OCC(=O)N1CCC(c2nc3ccccc3o2)CC1	-2%
Cc1ccccc1NC(=O)CSc1nc(-c2ccccc2)cn1-c1ccccc1F	5%
CCCCCn1c(-c2cccc(C)c2)nc2ccccc21	u
CCOc1ccc(OCC)c(NC(=O)CCC(=O)N2CCOc3ccccc32)c1	1%
COc1ccccc1CNC(=O)c1cc(Sc2cccc(Cl)c2)nc2ccccc12	-1%
CN1CCN(CCNC(=O)c2cnn(-c3ccc(Cl)cc3)c2C2CCN(C(=O)OC(C)(C)C)CC2)CC1	0%
Cc1cc(-c2ccc(C)c(S(=O)(=O)NCc3ccc(Cl)cc3)c2)on1	-3%
CCc1c(C)sc2c1CCN(C(=O)Nc1cc(C)ccc1OC)C2c1ccc(F)cc1 (stereo not drawn)	2%
COc1ccccc1C(=O)c1cn(CC(=O)Nc2ccccc2F)c2nc(C)ccc2c1=O	-6%
CC1CN(C(=O)CCC(=O)NCc2ccc(F)cc2)c2cc(Cl)ccc2O1 (stereo not drawn)	-9%
O=C(NC1CCCC1)c1ccc2c(c1)N(Cc1ccc(F)cc1)C(=O)c1ccccc1S2	-6%
O=C(CCC(=O)N1Cc2ccccc2Oc2ncccc21)NCc1ccccc1Cl	-20%
Cc1ccc(NC(=O)COc2ccc(-c3nn(C)c(=O)c4ccccc34)cc2)c(C)c1	-2%
Fc1ccc(-n2ncc3c(NCCCN4CCOCC4)ncnc32)cc1	u
COc1ccccc1-c1c(C)nn2c(N3CCN(c4ccc(F)cc4)CC3)cc(C)nc12	0%
Cc1ccc(-n2nc(C(=O)Nc3ccc(C)c(F)c3)c(=O)n(C)c2=O)cc1	5%
Cc1ccc(C)c(CN2C(=O)c3ccccc3S(=O)(=O)c3ccc(C(=O)OCC4CCCO4)cc32)c1 (stereo not drawn)	7%
Cc1cc2oc(C(=O)Nc3sc4c(c3C(=O)NCc3ccco3)CCC4)cc(=O)c2cc1C	1%
CCOC(=O)C(Cc1c[nH]c2ccccc12)NC(=O)COc1ccc(Cl)cc1 (stereo not drawn)	-15%
COC(=O)c1ccc(NC(=O)CC2C(=O)N(c3ccccc3)C(=O)N2Cc2ccc(F)cc2)cc1 (stereo not drawn)	-10%
CCOc1cccc(C(=O)N(Cc2ccc(F)cc2)Cc2ccco2)c1	-17%
Fc1ccccc1C1=NC(c2ccc(C(F)(F)F)cc2)=Nc2ccccc2N1	-2%
Cc1oc(-c2ccc(C(=O)NCc3ccccc3)cc2)nc1CN1CCc2ccccc21	3%
COc1cccc(CNC(=O)c2ccc3c(c2)nc2n3CCOC2)c1	-6%
COc1ccc(OC)c(NC(=O)Cn2ccn(-c3ccc(OC)c(OC)c3)c(=O)c2=O)c1	4%
O=C(Cn1c(=O)c2cccn2c2ccc(F)cc21)NCc1cccc(Cl)c1	4%
COc1ccc(NC(=O)CSc2nc(O)c(C/C=C/c3ccccc3)c(=O)[nH]2)cc1	5.4µM*
COc1ccccc1N1CCN(C(=O)c2cc3c(=O)n(Cc4cccnc4)ccc3nc2C)CC1	4%
COc1ccc(C2N3CC4(C)CN2CC(c2ccccc2)(C3)C4=O)cc1 (stereo not drawn)	0%
O=C(Cn1cc(C(=O)c2ccncc2)c(=O)c2cc(F)ccc21)Nc1ccc(Cl)cc1	6%
O=C(c1ccc2c(c1)OCCO2)N(Cc1cccnc1)c1nc2ccc(F)cc2s1	17µM*
CN(C)c1ccc(C(=O)Nc2sc(Nc3ccccc3)nc2C(N)=O)cc1	u
Cc1ccc(NC(=O)c2ccc(CNS(=O)(=O)c3ccc4c(c3)C(C)(C)C(=O)N4C)cc2)cc1F	u

Pulled by compound from above, four records:
SMILES	FLuc counter
O=C(c1ccc2c(c1)OCCO2)N(Cc1cccnc1)c1nc2ccc(F)cc2s1	17µM*
CCOc1cccc(C(=O)N(Cc2ccc(F)cc2)Cc2ccco2)c1	-17%
O=C(Cn1c(=O)c2cccn2c2ccc(F)cc21)NCc1cccc(Cl)c1	4%
CN(C)c1ccc(C(=O)Nc2sc(Nc3ccccc3)nc2C(N)=O)cc1	u

Gathered by group, those above with two or more sulfur atoms.
SMILES	FLuc counter
CC(=O)c1ccc(NC(=O)C2CCC(CNS(=O)(=O)c3ccc(Br)s3)CC2)cc1 (stereo not drawn)	-2%
O=C(c1cccs1)N1CCCc2cc(NS(=O)(=O)c3ccc(Br)cc3)ccc21	u

Further compounds.
SMILES	FLuc counter
CC(=O)c1cccc(NC(=O)c2cc3sc(Cl)cc3n2C)c1	u
CCOc1ccc(-n2c(C)nc3cc(C(=O)NCCC4=CCCCC4)ccc32)cc1	u
CCOC(=O)c1c(-c2ccc(C)cc2C)csc1NC(=O)c1ccccc1Cl	-5%
CCOc1ccc(C2c3[nH]c4ccccc4c3CCN2C(=O)CSc2ccccc2)cc1 (stereo not drawn)	-5%
COCCCNC(=O)c1c(NC(=O)c2nc(S(C)(=O)=O)ncc2Cl)sc2c1CCCC2	-19%
Cc1ccc2cccc(NC(=O)c3ccc(-c4ccc(Br)cc4)o3)c2n1	0%
CCOc1cc2[nH]c(=O)n(Cc3ccc(C(=O)N4CCN(c5ccccc5)CC4)cc3)c(=O)c2cc1OCC	-11%
Cc1ccc(C)c(NC(=O)CSc2nnc(-c3cc4occc4n3C)n2-c2ccccc2C)c1	2%
Cc1ccc(C(=O)Nc2ccccc2)cc1S(=O)(=O)Nc1ccccc1	-19%
CCCNC(=O)Cn1nc(-c2ccc(C)cc2)c2cnc3ccc(CC)cc3c21	-6%
CC(=O)N1CCC2(CC1)OC(=O)C(C)=C2C(=O)Nc1cccc(Cl)c1C	-3%
COc1ccc(C2=C(C)C(=O)N(Cc3ccc(C(=O)Nc4cccc(F)c4)cc3)S2(=O)=O)cc1	-7%
CCCCNc1sc(S(=O)(=O)CC)nc1S(=O)(=O)c1ccc(C)cc1	-6%
CC(C)(C)C(=O)Cn1c(=O)n(-c2ccccc2)c(=O)c2c3c(sc21)CCC3	-8%
CCOc1ccc(NCc2cccn2-c2nnc(N3CCC(C(=O)NCC(C)c4ccccc4)CC3)s2)cc1 (stereo not drawn)	0%
CCCOC(=O)c1cccc(Nc2nc(C(=O)OCC)nc3ccccc23)c1	-14%
COc1cccc(-n2cc(C(=O)Nc3ccccc3C(N)=O)c3ccccc3c2=O)c1	u
O=C(Cn1c(-c2cccs2)cc2cc(F)ccc21)NCCCN1CCN(c2ccc(F)cc2)CC1	-1%
Cc1nn(-c2ccc(N3CCOCC3)nn2)c(C)c1CCC(=O)Nc1ccc(F)cc1F	-12%
Cc1nc2ccn(Cc3cccs3)c(=O)c2cc1C(=O)N1CCN(c2ccccc2F)CC1	-5%
COC(=O)c1cc2oc3ccccc3c2n1CC(=O)Nc1ccc(N(C)C)cc1	-15%
CCOc1ccc(NC(=O)CSc2nc(-c3ccc(OC)cc3)nc3c2Cc2c(CO)cnc(C)c2O3)cc1	-1%
CCC1CCC(C(=O)NC(C(=O)Nc2cccc(OC)c2)C(C)C)CC1 (stereo not drawn)	1%
Cc1c(C(=O)Nc2nc(-c3ccc(F)cc3)ns2)oc2ccc(Br)cc12	-2%
COc1ccc(C)cc1NC(=O)C(NS(=O)(=O)c1cccs1)c1ccccc1 (stereo not drawn)	5%
Cc1ccc(CNC(=O)c2nc(SCc3ccc(C)cc3)ncc2Cl)cc1	-7%
CCOCCCN(Cc1ccco1)S(=O)(=O)c1cc2c(cc1C)NC(=O)CO2	-2%
COc1ccc(OC)c(NC(=O)CSc2nc3ccccc3nc2N2CCCCC2)c1	6%
COc1ccc(CCNC(=O)c2c(C)oc3ncnc(N4CCOCC4)c23)c(OC)c1	3%
Cc1ccc(S(=O)(=O)c2nc(-c3ccc(F)cc3)oc2SCC(=O)NC2CCCCC2)cc1	5%
CCOC(=O)C1CCCN(C(=O)Cn2ncc3c(C)n(Cc4ccc(F)cc4)c(C)c3c2=O)C1 (stereo not drawn)	-11%
COc1ccc(Nc2oc(/C=C/c3ccc(F)cc3)nc2C#N)cc1	-3%
COc1ccc(C(=O)Nc2ccc(-c3nc4cc(C)ccc4o3)c(O)c2)cc1	-3%
COc1ccc(NC(=O)Cn2cc(C(=O)C3CCCCC3)c3ccccc32)cc1	3%
O=C(CSc1nnc(-c2ccccc2Cl)o1)N1CCCc2ccccc21	24µM*
Cc1ccc(-c2cc(C(=O)N3CCN(S(=O)(=O)c4ccc(Br)cc4)CC3)[nH]n2)cc1C	-3%
Cc1ccc2c(c1)N(C(=O)N1CCC(C(=O)NCc3cccc(Br)c3)CC1)CCO2	-18%
COc1ccc(NC(=O)C(C)n2nc(-c3ccc(C)c(C)c3)ccc2=O)cc1OC (stereo not drawn)	5%
CCCS(=O)(=O)Nc1cc2c(cc1NCc1ccccc1)n(C)c(=O)n2C	u
O=C(CCC1N=C2c3ccccc3N=C(SCc3ccccc3Cl)N2C1=O)NCCc1ccccc1 (stereo not drawn)	-1%
COc1ccc(S(=O)(=O)NCC(c2ccco2)S(=O)(=O)c2cccs2)cc1C (stereo not drawn)	4%
CCc1ccccc1NC(=O)COCc1cc(-c2ccco2)on1	-8%
CSc1ncc(C(=O)Nc2ccccc2C(=O)c2ccccc2)c(C)n1	2%
COc1ccc(NC(=O)c2sc3nc4c(cc3c2N)CCCCCC4)cc1Cl	4%
O=C(NCCc1ccccc1)c1ccc2c(c1)N(Cc1ccccc1)C(=O)c1ccccc1S2(=O)=O	-1%
Cc1ccc(OCCn2cc(C(=O)c3ccco3)c3ccccc32)cc1C	-9%
COC(=O)Cn1c(=O)c2c(nc3n2CCN3c2cccc(C)c2)n(C)c1=O	u
Cc1ccc(-n2nc(C)c3c(C(=O)NCc4ccc(F)cc4)cc(C)nc32)cc1	0%

Source: PubChem
